CHRM1 PAM: potentiates human M1 receptor response to acetylcholine; P11229; activation, % at 3 µM; 0.088% of 360,000 active; CHO-K1 hM1, Fluo-8 calcium fluorescence, ACh EC20; 0% = ACh EC20, 100% = maximal ACh; AID 588819; in the data active means activation above about 19%, passing the limit was not always enough
Target sequence (P11229 whole entry, looked up): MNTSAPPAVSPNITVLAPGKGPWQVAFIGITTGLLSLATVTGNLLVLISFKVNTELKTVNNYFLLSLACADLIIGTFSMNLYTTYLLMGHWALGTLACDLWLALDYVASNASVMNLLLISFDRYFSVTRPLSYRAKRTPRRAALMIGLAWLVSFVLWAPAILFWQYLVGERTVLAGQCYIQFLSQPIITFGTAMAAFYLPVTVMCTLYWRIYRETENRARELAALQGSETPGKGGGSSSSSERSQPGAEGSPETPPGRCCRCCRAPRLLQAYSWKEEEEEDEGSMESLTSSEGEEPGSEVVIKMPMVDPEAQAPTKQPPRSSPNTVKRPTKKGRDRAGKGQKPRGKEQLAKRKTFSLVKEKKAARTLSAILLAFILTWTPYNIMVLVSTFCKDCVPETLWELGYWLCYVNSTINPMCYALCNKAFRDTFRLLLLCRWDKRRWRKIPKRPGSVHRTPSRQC
CRFR2-BP ag: CRF-BP/CRF-R2 complex agonism; HEK293 CRF-R2/CRF-BP, calcium dye fluorescence (FLIPR); percent of saturating CRF peptide response; activation, % at 13.2 µM; 0.46% of 350,000 active; AID 588473;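 active means activation of at least 50%, plus an integration ratio under a set limit after plate pattern correction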;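 further: plate controls were neutral control wells without compound for no effect and CRF at EC100 for full effect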
CHRM5 PAM: CHRM5 positive allosteric modulation | P08912 | CHO-K1 hM5, Fluo-8 calcium, ACh EC20 PAM; 0% = ACh EC20, 100% = ACh EC100 | activation, % at 3 µM | 0.3% of 360,000 active | AID 624038;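 active means activation above the run cutoff, the mean activation of all test compounds plus 3 SD, cut at about 18% in these data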
Target sequence (P08912 whole entry, looked up): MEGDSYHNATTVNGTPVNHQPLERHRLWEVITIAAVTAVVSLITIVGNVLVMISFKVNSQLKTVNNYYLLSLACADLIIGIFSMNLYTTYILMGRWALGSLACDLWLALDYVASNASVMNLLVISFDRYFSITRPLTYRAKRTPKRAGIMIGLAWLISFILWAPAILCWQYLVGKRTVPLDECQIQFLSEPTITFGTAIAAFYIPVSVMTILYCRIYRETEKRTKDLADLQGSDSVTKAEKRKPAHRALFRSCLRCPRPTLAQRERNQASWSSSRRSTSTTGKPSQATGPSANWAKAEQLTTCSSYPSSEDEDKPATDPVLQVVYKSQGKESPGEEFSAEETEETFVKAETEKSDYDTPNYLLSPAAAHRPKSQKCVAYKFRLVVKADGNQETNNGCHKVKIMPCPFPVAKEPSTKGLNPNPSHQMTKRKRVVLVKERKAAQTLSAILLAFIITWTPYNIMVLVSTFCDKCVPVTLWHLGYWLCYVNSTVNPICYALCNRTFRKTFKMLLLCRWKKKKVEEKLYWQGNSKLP
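System – CHO-K1 hM5 cells · Compound – 3 µM, single dose · Incubation – compound preincubation 140 s before EC20 acetylcholine addition · Technique – Fluo-8 calcium fluorescence · Measure – Max/basal fluorescence ratio as % of EC20–EC100 ACh window · Benchmarks – low control EC20 acetylcholine (0%), high control EC100 acetylcholine (100%) · Replication – singlicate, one well per test compound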
M5 antag: antagonists of human muscarinic M5 receptor (CHRM5); CHO-hM5 cells, Fluo-8 calcium fluorescence, ACh EC80; inhibition, % at 3 µM; 0.59% of 360,000 active; AID 624040;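 active means inhibition above a per-plate cutoff, the mean of that plate's test compounds plus 3 SD, cut at about 27% in these data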;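 further: 0% = acetylcholine EC80 with DMSO and 100% = DMSO without agonist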
M4 PAM: positive allosteric modulators of human muscarinic M4 receptor; P08173; CHO-K1 hM4/Gqi5, Fluo-8 calcium fluorescence, ACh EC20; 0% = ACh EC20, 100% = maximal ACh; activation, % at 3 µM; 0.4% of 360,000 active; AID 624126;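 active means activation above its plate's cutoff, the mean activation of sample wells plus 3 SD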; further: some results filed as inactive read as strong as hits
CHRM1 antagonist: antagonists of human M1 muscarinic receptor; CHO-K1 hM1, Fluo-8 calcium fluorescence, ACh EC80 antagonist; 1.3% of 360,000 active; P11229; inhibition, % at 3 µM;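 active means percent inhibition above its own plate's cutoff, namely the mean of that plate's compound wells plus 3 SD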;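 further: peak over basal fluorescence ratio during 140 s after agonist addition; 0% = ACh EC80 plus DMSO and 100% = DMSO alone without agonist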
M5 ag: CHRM5 agonism in calcium assay; P08912; 0.19% of 360,000 active; AID 624037; activation, % at 3 µM; CHO-K1 hM5 cells, Fluo-8 calcium fluorescence; 0% DMSO wells, 100% maximal acetylcholine response;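 active means activation above the run's mean over test compounds plus 3 SD, cut at about 23% in these data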;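 further: signal is peak over basal fluorescence ratio across the kinetic read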
CHRM4 antagonist: CHRM4 antagonism in calcium assay; P08173; CHO-hM4 cells, ACh EC80, Fluo-8 calcium fluorescence; inhibition, % at 3 µM; 0.73% of 360,000 active;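 active means inhibition above its plate's cutoff, the mean inhibition of sample wells plus 3 SD, cut at about 27% in these data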;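 further: 0% = acetylcholine EC80 with DMSO and 100% = DMSO without agonist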
CHRM4 agonist: CHRM4 agonism in calcium assay; P08173; CHO-K1 hM4/Gqi5, Fluo-8 calcium fluorescence; vehicle 0%, full acetylcholine response 100%; activation, % at 3 µM; 0.14% of 360,000 active; AID 624127;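 active means activation above the run mean over all test wells plus 3 SD, cut at about 32% in these data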;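 further: peak over basal fluorescence ratio per well then scaled between controls; 0% = DMSO wells and 100% = acetylcholine at EC100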
Active calls of the source: *; / = no result given.

CHRM1 PAM	CRFR2-BP ag	CHRM5 PAM	M5 antag	M4 PAM	CHRM1 antagonist	M5 ag	CHRM4 antagonist	CHRM4 agonist	Molecule
9.3	-0.7	9.1	-10.8	3.9	-8.4	0.6	-1.8	1.1	CC(C)c1nnc(NC(=O)CCC(=O)N2CCN(Cc3ccc(F)cc3)CC2)s1
5.3	-0.1	3.3	1.2	0.4	-7.0	-8.5	4.0	0.5	Cc1cccc(CN2CCN(C(=S)Nc3ccccc3)CC2)c1
7.5	-2.9	-3.4	4.6	1.4	-6.9	-2.3	-1.3	1.2	COCCN1CCN(C(=O)C2CCC(=O)N(Cc3ccccc3F)C2)CC1 (stereo not given)
13.3	1.5	5.6	1.2	7.1	-17.5	-1.2	-6.6	2.1	Cc1c(Cl)c([N+](=O)[O-])nn1CC(=O)NCC1CCCO1 (stereo not given)
0.3	-1.2	6.5	2.1	-1.6	-0.7	-15.4	-1.5	1.0	CN(C)CCCn1c(SCC(=O)N2CC(=O)Nc3ccccc32)nc2ccccc2c1=O
4.1	1.8	-4.0	-0.9	-6.3	3.2	-1.5	-3.6	1.7	CC(=O)c1cnc(SCCN2C(=O)c3ccccc3C2=O)nc1C
5.5	-1.2	2.4	4.9	1.2	-6.9	-1.1	1.0	0.2	Cc1cccc(OCCCC(=O)Nc2nnc(C3CCCO3)s2)c1C (stereo not given)
0.5	-0.7	-11.1	-1.7	-9.7	-6.3	0.4	5.3	11.8	Cc1ccc(NC(=O)c2ccccc2N2C(=O)C3C4C=CC(C5CC45)C3C2=O)cc1C (stereo not given)
-4.5	0.3	-0.1	-3.6	6.8	0.6	-2.4	-4.9	0.2	Cc1ccc(CNC(=O)NCc2ccccc2)cc1
10.3	0.0	0.7	-2.1	6.1	-10.6	-1.2	-3.7	1.9	COc1ccc(C2/C(=C(/O)c3ccc(S(=O)(=O)N4CCOCC4)cc3)C(=O)C(=O)N2CCN2CCOCC2)cc1 (stereo not given)
21.0*	-1.1	3.3	-6.0	5.2	-32.8	0.3	-8.0	1.0	Cc1[nH]nc2c1C(=O)CC(C)(C)C2
7.4	-4.4	-2.7	-7.1	-1.4	-4.6	-0.7	2.8	2.6	COc1ccccc1-n1cnnc1SC(C)C(=O)Nc1cccc([N+](=O)[O-])c1 (stereo not given)
-3.0	-1.3	-5.4	9.1	10.6	0.1	-0.3	-12.0	-2.2	CCCCOc1ccccc1NC(=O)C=C(C)C
7.7	/	-4.2	5.3	10.6	-29.1	1.6	3.6	1.9	Cc1cc(C)c(CN2CCN(C(=O)CC[C@H]3O[C@@H](n4ccc(=O)[nH]c4=O)[C@H](O)[C@@H]3O)CC2)c(C)c1
5.0	2.3	-3.8	9.3	3.5	-0.7	0.4	-0.4	0.3	CCOC(=O)c1oc2ccccc2c1CSc1nnnn1-c1ccc(C)cc1
5.6	-1.9	-5.0	3.0	2.7	-6.6	-2.6	1.9	0.2	COc1ccc(C(=O)N2CCC(C(=O)Nc3ccc(OC)c(OC)c3)CC2)cc1
6.9	-1.7	10.2	-1.5	-2.1	-10.2	0.5	-0.3	1.7	NC(=O)CNC(=O)c1ccc(Cl)cc1
8.1	0.5	-0.8	-2.7	1.9	-7.0	-1.9	-5.2	0.8	Cc1nn2c3ccccc3nc2c2ccccc12
-19.9	0.8	-9.8	-6.5	-24.3	11.6	-5.0	8.1	-1.1	CCOc1ccc2c(c1)OC(c1ccc(OC)cc1)(C(F)(F)F)NC2=O (stereo not given)
9.5	0.8	0.9	2.7	5.3	1.3	-4.2	1.0	0.2	COc1ccccc1N1CC(C(=O)Nc2nnc(SCC(=O)N3CCCC3)s2)CC1=O (stereo not given)
4.5	0.8	-5.5	6.2	5.4	-18.1	0.0	-13.5	1.3	Cc1noc(C)c1S(=O)(=O)N(C)C[C@@H]1OCc2cn(nn2)CCCC(=O)N([C@@H](C)CO)C[C@H]1C
4.5	0.3	-2.5	7.4	-3.2	-13.2	-0.5	-10.0	3.5	CCN(CC(=O)Nc1c(F)cccc1F)C(=O)c1ccc(S(=O)(=O)N2CCCCCC2)cc1
21.6	1.0	5.2	-1.9	-6.2	-18.6	-0.4	3.8	-0.6	CCOc1ccc(-n2c(SCC(=O)Nc3cc(C)on3)nc3c(c2=O)SCC3)cc1
-4.0	-0.3	-10.6	-0.4	-2.2	-1.8	-6.8	-10.2	5.7	Cc1onc(-c2ccccc2Cl)c1C(=O)NCc1nc(-c2ccc(C(F)(F)F)cc2)no1
12.5	-0.3	-1.4	4.0	-3.4	-7.5	-2.8	7.4	-0.1	COc1cc(/C=N/N=C2/NC(=O)C(CC(=O)O)S2)ccc1OCc1cccc(Cl)c1 (stereo not given)
-0.9	-3.7	-0.7	-3.1	-0.8	3.6	-1.0	-5.1	0.3	COC(=O)[C@]1(Cc2ccccc2)N[C@H](CN(C)C(=O)Nc2ccccc2)[C@@H]2C(=O)N(C)C(=O)[C@@H]21
1.4	-2.6	-5.4	4.8	-3.0	-10.9	-0.8	-11.5	2.0	O=C(Cc1ccc(F)cc1)N[C@@H]1c2ccccc2CC[C@H]1OCc1ccccc1
4.4	0.1	0.7	1.7	-2.9	-11.7	1.7	2.7	0.8	CC(=O)NC(Cc1ccccc1)C(=O)NC1CCN(c2ncccc2[N+](=O)[O-])CC1 (stereo not given)
10.9	2.0	-9.3	-0.6	-2.7	-6.9	-1.6	-8.0	0.8	CCOc1ccc(C(=O)NCC2(c3ccccc3)CCOCC2)cc1
9.9	-1.3	8.6	2.8	-7.1	-10.4	0.2	4.0	-0.1	O=C(Cn1cnc2ccccc2c1=O)NCCC(=O)Nc1ccc2c(c1)OCO2

Reformatted with each value named: entries from further up
> CCN(CC(=O)Nc1c(F)cccc1F)C(=O)c1ccc(S(=O)(=O)N2CCCCCC2)cc1
  CHRM1 PAM: 4.5; CRFR2-BP ag: 0.3; CHRM5 PAM: -2.5; M5 antag: 7.4; M4 PAM: -3.2; CHRM1 antagonist: -13.2; M5 ag: -0.5; CHRM4 antagonist: -10.0; CHRM4 agonist: 3.5
> Cc1cccc(CN2CCN(C(=S)Nc3ccccc3)CC2)c1
  CHRM1 PAM: 5.3; CRFR2-BP ag: -0.1; CHRM5 PAM: 3.3; M5 antag: 1.2; M4 PAM: 0.4; CHRM1 antagonist: -7.0; M5 ag: -8.5; CHRM4 antagonist: 4.0; CHRM4 agonist: 0.5
> COc1ccc(C(=O)N2CCC(C(=O)Nc3ccc(OC)c(OC)c3)CC2)cc1
  CHRM1 PAM: 5.6; CRFR2-BP ag: -1.9; CHRM5 PAM: -5.0; M5 antag: 3.0; M4 PAM: 2.7; CHRM1 antagonist: -6.6; M5 ag: -2.6; CHRM4 antagonist: 1.9; CHRM4 agonist: 0.2

Next section.
CHRM1 PAM	CRFR2-BP ag	CHRM5 PAM	M5 antag	M4 PAM	CHRM1 antagonist	M5 ag	CHRM4 antagonist	CHRM4 agonist	Molecule
4.3	4.1	-3.7	4.8	-4.9	-8.3	8.0	13.2	1.9	Cc1ccccc1-c1nc2cc(NC(=O)C3CC3)ccc2o1
5.7	-1.1	-0.3	1.8	1.9	-3.1	-0.5	3.6	2.2	N#Cc1ccccc1NC(=S)NC(=O)c1cccs1
-2.3	-0.4	15.8	-2.4	2.5	-7.2	-1.5	-7.1	1.4	COc1cccc(NC(=S)N(CCc2nc3cc(C)c(C)cc3[nH]2)Cc2cccnc2)c1
6.8	-0.4	-3.5	-2.5	-6.8	4.5	0.1	13.2	1.9	Cc1nn(-c2ccccc2)c(C)c1/C=N/NC(=O)c1cccs1
1.5	/	-4.5	3.3	-5.3	-4.5	5.0	-2.0	5.2	CC(=O)c1ccc(Nc2nc(C(N)c3ccccc3Cl)cs2)cc1 (stereo not given)
6.6	-1.1	-0.7	-3.9	-3.7	-12.3	0.1	-7.8	1.2	O=c1[nH]nc(Cc2ccc([N+](=O)[O-])cc2)c2ccccc12
9.9	0.9	1.1	1.0	9.0	-12.2	1.5	-2.4	0.1	COc1ccc(NC(=O)C2C3C=CC(C3)C2C(=O)O)cc1 (stereo not given)
7.1	0.2	-1.0	8.5	2.2	-17.8	-1.1	-1.0	1.0	CCOC(=O)c1c(C)cc(O)cc1O
14.9	-0.7	9.6	-3.4	2.2	-9.8	-5.0	-4.2	0.7	CC(=O)c1ccn(S(=O)(=O)c2ccccc2)c1
11.2	-0.3	-3.9	1.9	2.6	-9.8	-4.2	4.2	0.7	Clc1cccc(-c2ccc(CNCCCN3CCOCC3)o2)c1
6.4	-1.2	2.5	3.8	6.6	-7.5	-3.9	4.5	0.8	CCOc1ccccc1C(=O)NC(C(=O)Nc1cccc(S(N)(=O)=O)c1)C(C)C (stereo not given)
-30.2	-0.1	-7.3	6.9	-16.9	44.4*	-5.7	27.9*	0.0	CCC1CCCCN1CCCNC(=O)Cn1ncc2c(C)n(Cc3ccccc3Cl)c(C)c2c1=O (stereo not given)
0.1	-0.5	-4.9	1.1	-3.2	1.2	1.8	1.3	1.5	CCOC(=O)c1cc2sccc2n1CC(=O)Nc1ccc(OC)c(OC)c1
4.2	0.5	-1.4	-0.1	-4.8	0.2	0.8	-0.5	4.8	OCCN1CCN(c2nc(-c3ccccc3)nc3c2oc2ccccc23)CC1
15.8	15.1	5.8	-0.1	-8.6	-6.3	0.1	-4.5	1.7	Cc1ccc(S(=O)(=O)N2CCN(C(=S)NCCc3ccccc3)CC2)cc1
-2.9	-0.3	-2.2	4.2	0.8	6.5	-3.8	0.7	2.7	COc1ccc(N2CCN(C(=O)c3cccc(S(=O)(=O)N4CCCc5ccccc54)c3)CC2)cc1
-0.5	7.5	-6.3	12.7	0.2	2.8	-3.8	12.7	0.5	Cc1cc(OC(C)C(=O)NCCCN2CCOCC2)ccc1Cl (stereo not given)
11.4	-1.1	-0.7	8.9	1.7	-3.8	0.6	12.7	0.1	O=C(C(=O)N1CCOCC1)c1cn(CC(=O)N2CCCCC2)c2ccccc12
7.1	0.1	-0.6	6.9	1.1	-8.2	3.8	-8.0	1.1	O=C(CN1C(=O)NC2(CCCCCCC2)C1=O)Nc1c(Cl)cccc1Cl
0.5	1.2	3.0	-12.4	21.1	-3.8	-3.7	-4.5	-0.1	O=C(OCc1cnc(Cl)s1)c1cccc(Cl)c1
14.9	0.1	6.7	-0.5	9.1	-6.6	-1.6	2.8	0.6	CCc1nnc(NS(=O)(=O)c2ccc(NC(=O)c3cc(Cl)ccc3Cl)cc2)s1
1.9	-0.5	-4.6	5.4	2.3	-2.1	-5.6	3.7	-1.7	Cc1ccc(Oc2c(C=O)c3ccccc3n2C)cc1
3.3	1.2	-0.4	7.5	-4.0	-3.9	-1.2	-11.2	0.1	Cc1[nH][nH]c(=O)c1C(c1ccc(N(C)C)c(Br)c1)c1c(C)[nH][nH]c1=O

Profiles, looked up by structure. Order of screens: CHRM1 PAM, CRFR2-BP ag, CHRM5 PAM, M5 antag, M4 PAM, CHRM1 antagonist, M5 ag, CHRM4 antagonist, CHRM4 agonist
Profile of `CCc1nnc(NS(=O)(=O)c2ccc(NC(=O)c3cc(Cl)ccc3Cl)cc2)s1` → 14.9, 0.1, 6.7, -0.5, 9.1, -6.6, -1.6, 2.8, 0.6
Profile of `N#Cc1ccccc1NC(=S)NC(=O)c1cccs1` → 5.7, -1.1, -0.3, 1.8, 1.9, -3.1, -0.5, 3.6, 2.2
Profile of `Cc1ccccc1-c1nc2cc(NC(=O)C3CC3)ccc2o1` → 4.3, 4.1, -3.7, 4.8, -4.9, -8.3, 8.0, 13.2, 1.9
